HGIII-sPLA2 inh – Inhibits HGIII-sPLA2 liposome hydrolysis, primary screen; 0.56% of 370,000 active; AID 743126; inhibition, % at 12.2 µM; QFRET BODIPY PC-A2 liposome hydrolysis, fluorescence;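 active = inhibition above mean plus 3 SD of compounds lying within the high and low control bounds, cut at about 19% in these data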;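 note: 0% = median of test compound wells and 100% = no enzyme DMSO wells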
FXN GAA850 act – increases GAA850 frataxin promoter reporter activity | HEK293 lucGAA850 FXN promoter luciferase reporter, 24 h; percent of 10 µM SAHA response | activation, % at 6 µM | 0.56% of 360,000 active;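 active = activation above the average of all compounds screened plus 3 SD, cutoff fixed separately per campaign, cut at about 7.5% in these data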;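 note: 0% = DMSO wells and 100% = 10 µM SAHA wells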
ADAM17 inh – inhibitors of human ADAM17; 0.83% of 370,000 active; P78536; recombinant ADAM17, EDANS/DABCYL FRET peptide cleavage; inhibition, % at 6.95 µM; AID 720648;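 active = inhibition above the mean of compounds lying between control limits plus 3 SD, set per campaign, cut at about 8.5% in these data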;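 note: 0% = DMSO-only wells as the low control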
hgDAF-12 ag – hgDAF-12 agonism, primary luciferase screen. AID 687014. 1.8% of 370,000 active. HEK293 GAL4-hgDAF12 UAS-luciferase reporter, agonist luminescence; normalized to butyrate control. activation, % at 6.8 µM;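 active = activation above a cutoff set at the mean of all screened compounds plus 3 SD, cut at about 10% in these data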;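 note: 0% = DMSO wells and 100% = sodium butyrate wells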
DAX1 inh-1 – blocks DAX1 repression of SF-1 activated StAR promoter | inhibition, % at 6.8 µM | HEK293T StAR-luciferase reporter, SF-1/DAX-1 repression relief | 1.1% of 370,000 active | AID 652010;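 active = inhibition above the mean over all tested compounds plus 3 SD, cut at about 3.6% in these data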;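 note: 0% = DAX-1 cells with DMSO and 100% = cells lacking DAX-1 with DMSO; higher inhibition means more luminescence from relief of DAX-1 repression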
ssDAF12 agonist – S. stercoralis DAF-12 activation, primary screen | HEK293 ssDAF-12/GRIP1 lit1-tk-luc reporter, luminescence; % of 3 µM dafachronic acid response | activation, % at 6.8 µM | 1% of 370,000 active;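 active = activation above the mean over all tested compounds plus 3 SD, cut at about 0.9% in these data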;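 note: 0% = DMSO-only wells and 100% = 3 µM delta7-dafachronic acid wells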
PLC-beta3 inh – blocks human PLC-beta3 enzyme activity | Q01970 | Purified PLC-beta3, fluorogenic substrate, fluorescence | inhibition, % at 12.2 µM | 0.18% of 370,000 active; in the data active = inhibition above about 11%;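 note: 0% = median of compound wells on plate and 100% = full blocker control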
ADAM10 inh – ADAM10 inhibition, QFRET primary screen; O14672; recombinant ADAM10, EDANS/DABCYL FRET peptide cleavage, 3 h; inhibition, % at 7 µM; 0.62% of 370,000 active; AID 720582;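 active = inhibition above a per-campaign cutoff equal to the mean of compounds falling between control-based bounds plus 3 SD, cut at about 20% in these data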;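 note: 0% = DMSO wells while the 100% control is not disclosed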
Target sequence (O14672 214-748 limits assumed): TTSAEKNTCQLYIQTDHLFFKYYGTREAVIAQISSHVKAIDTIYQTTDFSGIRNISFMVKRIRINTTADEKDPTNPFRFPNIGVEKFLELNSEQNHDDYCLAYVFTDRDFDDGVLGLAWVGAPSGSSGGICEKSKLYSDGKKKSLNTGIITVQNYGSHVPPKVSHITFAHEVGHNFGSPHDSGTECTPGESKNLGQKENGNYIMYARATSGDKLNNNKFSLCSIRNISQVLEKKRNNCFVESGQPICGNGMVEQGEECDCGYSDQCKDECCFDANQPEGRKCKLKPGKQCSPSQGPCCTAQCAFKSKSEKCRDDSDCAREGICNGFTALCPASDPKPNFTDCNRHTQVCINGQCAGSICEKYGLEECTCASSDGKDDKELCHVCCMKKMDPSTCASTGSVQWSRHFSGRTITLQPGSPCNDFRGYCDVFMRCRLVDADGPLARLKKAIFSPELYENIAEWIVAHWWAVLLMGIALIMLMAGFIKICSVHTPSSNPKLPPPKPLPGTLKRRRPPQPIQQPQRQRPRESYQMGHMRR
PLC-gamma1 inh – inhibitors of human phospholipase C gamma1; AID 720700; inhibition, % at 12.2 µM; P19174; 0.84% of 370,000 active; purified PLC-gamma1, fluorogenic substrate, fluorescence; in the data active = inhibition above about 9.5%
DAX1 inh-2 – inhibitors of human orphan nuclear receptor DAX1 (NR0B1). P51843. HEK293 Gal4-DAX1 luciferase reporter, luminescence. inhibition, % at 6.75 µM. 0.99% of 340,000 active. AID 504766;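 active = inhibition above the mean over all tested compounds plus 3 SD, cut at about 4.2% in these data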;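 note: 0% = DAX1-transfected cells with DMSO and 100% = empty-vector control cells with DMSO; inhibition shows as a rise in luminescence from relieved DAX1 repression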
Target sequence (P51843 207-470 limits assumed): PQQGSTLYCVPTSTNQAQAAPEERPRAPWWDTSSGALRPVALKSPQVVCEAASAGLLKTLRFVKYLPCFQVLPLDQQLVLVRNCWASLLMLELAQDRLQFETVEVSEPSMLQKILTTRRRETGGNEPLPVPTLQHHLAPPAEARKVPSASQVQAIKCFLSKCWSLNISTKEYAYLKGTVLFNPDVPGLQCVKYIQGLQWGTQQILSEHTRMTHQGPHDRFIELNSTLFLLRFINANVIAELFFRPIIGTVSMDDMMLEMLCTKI
hcDAF12 agonist – activates DAF-12 receptor from parasite H. contortus. AID 652067. activation, % at 6.8 µM. 1.4% of 370,000 active. HEK293 hcDAF-12 lit1-tk-luc reporter, luminescence; 0% DMSO, 100% Δ7-dafachronic acid;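 active = activation above the mean of all tested compounds plus 3 SD, cut at about 5.5% in these data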;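 note: 100% = response to 3 µM Δ7-dafachronic acid high control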
* = called active by the depositor; nt = no result given. Not a hit list; overall some 6.9% were active at least once.

SMILES	HGIII-sPLA2 inh	FXN GAA850 act	ADAM17 inh	hgDAF-12 ag	DAX1 inh-1	ssDAF12 agonist	PLC-beta3 inh	ADAM10 inh	PLC-gamma1 inh	DAX1 inh-2	hcDAF12 agonist
Cc1ccc(C(C)C)c(OCC(=O)NNC(=O)Cn2[nH]c(=O)c3ccccc3c2=O)c1	-8.3	0.1	4.6	0.9	2.3	-1.2	-7.8	-12.9	5.6	1.0	-2.1
Cc1ccc(C)c(OC(C)C(=O)Nc2nccs2)c1 (centres undefined)	-6.3	0.1	3.8	2.1	0.1	-1.2	-3.6	2.0	2.4	0.3	1.9
CC(C)n1c(CCCO)nc2ccccc21	8.6	1.0	1.5	-0.2	0.2	-1.6	-1.4	0.3	-1.2	0.1	1.7
Cn1nc(C(C)(C)C)cc1N1C(=O)CCC1(C)C(=O)NCc1ccccc1 (centres undefined)	8.7	nt	-5.0	-3.8	-1.0	-1.5	-2.2	-14.8	-0.2	nt	-2.3
Cc1ccccc1C(=O)NC(=S)N(C)CCc1ccccn1	-0.4	1.7	-2.3	-1.5	-0.6	-1.3	-0.6	0.4	1.7	-0.6	-0.3
O=c1cc(CSc2ccc(Cl)cc2)nc(N2CCOCC2)[nH]1	5.5	-0.8	-2.0	-1.4	0.3	-1.0	-1.7	-3.5	-1.8	-0.4	-0.8
CN(Cc1ccc(Cl)cc1Cl)C(=O)CNC(=O)c1ccco1	7.5	-0.6	-5.5	-2.6	-1.5	-1.1	-7.7	8.9	6.7	-0.2	-3.5
Oc1c(Br)cc(Br)cc1/C=N/NC(=S)N[C@H]1CC2C=CC1C2 (some centres undefined)	45.3*	-0.4	-7.2	-1.4	-1.0	-1.4	-274.4	-31.7	-192.9	0.5	-1.0
CC(=O)Oc1ccc(C(=O)NCc2ccco2)cc1	5.6	-0.6	-0.4	0.0	0.2	-1.9	-2.7	-0.9	0.8	0.1	-1.5
C/C(=N\NC(=O)c1cccc(Cl)c1)c1cccc(NC(=O)C(C)C)c1	-2.1	2.1	-6.3	9.1	0.4	-0.9	-2.2	1.9	0.0	1.9	0.7
CCOC(=O)c1c(C)oc2c(CN3CCN(C)CC3)c(Br)c(OC)c(O)c12	2.9	3.2	0.2	-2.1	-0.3	-1.5	1.5	-6.5	0.2	-0.5	-2.0
CCOc1ccc(S(=O)(=O)NCCC(=O)NCC(c2ccc(OC)cc2)N2CCCCC2)cc1 (centres undefined)	-1.8	-2.7	0.0	-3.4	0.6	-0.9	-1.9	5.5	6.0	0.5	-0.6

Whole records from above. Screens in order: HGIII-sPLA2 inh	FXN GAA850 act	ADAM17 inh	hgDAF-12 ag	DAX1 inh-1	ssDAF12 agonist	PLC-beta3 inh	ADAM10 inh	PLC-gamma1 inh	DAX1 inh-2	hcDAF12 agonist
Shown for `Cc1ccccc1C(=O)NC(=S)N(C)CCc1ccccn1` : -0.4	1.7	-2.3	-1.5	-0.6	-1.3	-0.6	0.4	1.7	-0.6	-0.3
Shown for `CC(C)n1c(CCCO)nc2ccccc21` : 8.6	1.0	1.5	-0.2	0.2	-1.6	-1.4	0.3	-1.2	0.1	1.7
Shown for `Cc1ccc(C)c(OC(C)C(=O)Nc2nccs2)c1` (centres undefined) : -6.3	0.1	3.8	2.1	0.1	-1.2	-3.6	2.0	2.4	0.3	1.9

More entries
SMILES	HGIII-sPLA2 inh	FXN GAA850 act	ADAM17 inh	hgDAF-12 ag	DAX1 inh-1	ssDAF12 agonist	PLC-beta3 inh	ADAM10 inh	PLC-gamma1 inh	DAX1 inh-2	hcDAF12 agonist
CCN1C(=O)C(=Cc2cccc(OC)c2Oc2ccc([N+](=O)[O-])cc2[N+](=O)[O-])SC1=S	3.1	-0.8	0.7	-0.5	0.5	-1.4	3.0	3.2	3.0	-0.4	-1.2
CCc1ccc(C(C)NC(=O)c2cc(C)oc2C)cc1 (centres undefined)	-5.7	1.9	-4.3	-0.7	-0.5	-1.1	-8.0	-8.2	-1.7	-0.3	-0.4
O=C(Nc1ccc(S(=O)(=O)Nc2nccs2)cc1)c1cc(-c2ccccc2Cl)nc2ccccc12	-51.4	-4.0	2.4	-1.4	0.1	-0.9	-1.4	14.0	-1.4	-0.2	-0.2
N#C/C(=C\c1ccco1)C(=O)NCC1CCCO1 (centres undefined)	1.3	5.0	5.1	2.8	1.3	0.8	12.8*	3.2	11.2*	-0.1	1.7
O=C(OCc1cccc(F)c1)c1ccc2c(c1)-c1ccccc1C2=O	-0.7	0.5	-3.6	1.3	0.2	-1.7	3.2	-1.9	3.7	0.6	0.9
Cc1nnc(SCC(=O)N2CC(=O)Nc3ccccc32)n1C	-0.4	-0.3	-3.4	0.1	-0.5	-0.4	-4.2	-3.4	-1.0	0.6	-0.5
CCOC(=O)C(C)n1cnc2c(nnn2-c2ccc(C)cc2)c1=O (centres undefined)	-2.5	-0.1	-3.2	0.9	0.2	-0.1	-0.7	-4.4	1.0	2.8	1.7
CCOC(=O)c1[nH]c(C)c(C(=O)Nc2cc(Cl)ccc2C)c1C	-2.1	2.6	5.4	-6.6	-1.0	0.3	1.2	11.7	1.8	-1.3	-0.5
COC(=O)C1=C2c3[nH]c4ccccc4c3CCN2C(=O)CC1	5.9	-1.9	-8.4	4.7	-1.6	-0.9	-40.9	-26.4	-30.3	0.3	-0.8
O=S(=O)(Nc1cc(S(=O)(=O)N2CCCC2)ccc1O)c1ccc(Cl)s1	-25.8	-0.5	0.8	0.2	2.5	-1.1	-6.9	-1.0	-3.4	0.7	1.8
CC(=O)c1cc(-c2ccc([N+](=O)[O-])cc2)c(=O)n2c1CCC2	2.0	nt	0.1	-1.6	-1.2	-1.1	-91.2	5.0	0.1	nt	-0.9
N#CN=CN1CC=C(c2ccc(Cl)cc2)CC1	2.5	-1.4	-1.6	2.4	-0.5	-1.1	2.1	-13.8	3.1	0.1	-1.5
COc1ccc(/C=C2\SC(N)=NC2=O)cc1Cl	4.8	-0.6	-3.6	-0.9	-0.3	-2.0	-7.7	-5.5	-4.7	0.3	0.3
C=CCn1c(SCC(=O)Nc2cc(C)cc(C)c2)nnc1-c1cnccn1	-6.5	1.0	-1.9	-1.6	-1.3	-1.9	4.7	-1.1	2.2	-1.3	-1.6
O=C(Nc1ccc(Cl)cc1F)C1CCN(S(=O)(=O)c2cccc3nonc23)CC1	6.2	2.1	-5.8	-0.5	0.0	-1.0	-4.0	-2.2	2.0	-0.2	0.3
CN1CCCC(C(=O)Nc2cccc(Cl)c2)CC1 (centres undefined)	0.1	0.8	4.6	-2.1	0.9	-0.7	-5.3	-10.7	0.5	nt	0.6
CC1CCC(NC(=O)C2(C)CCC(=O)N2Cc2cccnc2)CC1 (centres undefined)	-1.7	0.6	-0.9	0.8	1.7	-0.9	3.2	6.3	2.4	1.9	1.5
CC(=O)N(CCC(Cc1ccccc1)c1ccco1)Cc1ccco1 (centres undefined)	-21.1	1.2	-3.7	-1.5	-0.6	-0.9	-11.0	-7.1	-2.9	0.4	-1.1
CC1CCCN(C(=O)CSc2nnc(-c3ccco3)n2C)C1 (centres undefined)	1.8	2.9	-4.3	-0.9	0.1	-0.8	-8.0	1.9	0.1	0.1	0.0
CC(NCC(O)COCCC12CC3CC(CC(C3)C1)C2)c1ccccc1 (centres undefined)	-9.7	5.6	3.1	3.4	-0.7	-1.1	2.3	9.6	7.4	1.0	-2.4
CC1CCCCN1C(=O)COC(=O)CNC(=O)c1sc2ccccc2c1Cl (centres undefined)	-1.6	-1.3	-7.1	0.2	0.6	-0.8	-9.6	-1.4	0.8	-1.2	-0.1
COC(=O)[C@]12C[C@H](CC(=O)NCCC(C)C)C(=O)N(CCC3=CCCCC3)C1=C[C@H](C(C)(C)C)O[C@@H]2C	-7.1	nt	8.1	5.3	0.9	-1.1	7.7	8.2	8.1	nt	0.1
COCCNC(=O)C(c1ccco1)N(C(=O)Cn1nnc2ccccc21)c1ccc(C)cc1C (centres undefined)	-0.3	-1.2	-2.8	1.1	-0.2	-1.0	3.7	-5.4	3.7	-0.1	-1.4
CCN1CCN(S(=O)(=O)c2ccc(Cl)c(C(=O)NC3CCC(C)CC3)c2)CC1 (centres undefined)	-0.7	-1.3	-1.0	-0.6	-2.2	-1.3	-8.4	-1.1	-2.9	-0.4	-0.1
COc1c(C)cc(Br)cc1C(=O)NCc1cccnc1	2.1	1.3	-5.0	0.6	-0.5	-1.4	0.5	3.0	-1.3	-0.4	0.1
CCN(Cc1ccccc1)S(=O)(=O)c1cc(C(=O)NCCCN(C)C)ccc1OC	1.9	-2.0	-0.7	-1.8	0.6	-1.5	-0.6	3.4	0.5	-0.7	1.2
CC1(C)CCCC2=C1CC1C(=O)N(N)C(=O)C1C2 (centres undefined)	-1.5	-0.4	-3.0	-3.1	0.3	-1.2	-4.3	2.4	1.7	0.3	-1.6
Cc1cccc(N(C)C(=O)CN2C(=O)COc3ccc(S(=O)(=O)N4CCCCCC4)cc32)c1	-5.8	2.7	-0.1	-1.6	-1.0	-1.2	-14.0	-3.8	3.1	1.1	0.7
COC(=O)c1ccccc1NC(=O)NC1CCC(C)CC1 (centres undefined)	9.8	0.7	-27.0	3.3	0.8	-1.6	-18.7	-75.1	-10.0	-1.1	-0.1
COc1ccc(-c2c(C#Cc3ccsc3)c3cc(-c4ccc(OC)nc4)ccc3n2C)cc1	0.2	0.8	-3.8	3.2	-0.6	-0.8	-22.0	-16.1	-12.7	0.9	-1.7
Cn1c(=O)c2[nH]c(N3CCN(c4ccccc4)CC3)nc2n(C)c1=O	3.1	0.1	-0.4	0.3	0.0	-0.7	2.1	-2.6	4.8	1.1	-1.4
CNc1cncc(-c2cccc(C(C)=O)c2)n1	15.8	0.7	-6.0	6.0	-0.5	-1.0	-8.6	-19.5	-6.0	nt	-1.7
O=C(CCOc1ccccc1)Nc1ccccc1	6.5	0.6	-3.6	2.4	0.2	-1.3	1.0	2.6	3.0	0.2	0.2
CC(Nc1ccccc1)c1ccncc1 (centres undefined)	5.2	1.0	-4.2	-2.1	-1.1	-0.2	-7.6	-4.2	-3.5	-3.2	-2.4
O=C(CN1CCN(C(=O)c2ccco2)CC1)Nc1ccc2c(c1)OCCO2	1.4	-3.8	-1.4	-4.6	-2.0	-1.3	5.8	3.1	1.9	-1.0	-4.4
CC(C)NC(=O)c1ccc(C(C)C)cc1	2.3	2.4	-3.5	0.4	0.3	-0.7	-0.4	1.2	1.1	0.7	-1.2
Cc1ccc(-c2nc3c4ccccc4ccn3c2Cc2ccccc2)cc1	10.9	2.0	-13.6	2.3	0.0	0.4	-30.2	-61.8	-14.8	0.1	3.8
COc1ccc(NC(=O)CSc2ccc(-c3cccnc3)nn2)cc1	0.3	1.5	-1.1	4.8	-0.9	-0.9	-2.1	-11.4	1.1	0.2	-0.9
Cc1cccc(NCc2ccc(Br)cc2)n1	4.5	1.3	-11.9	3.9	-0.5	-1.1	-8.4	-18.3	-5.2	2.4	-1.2
CSc1ncc(F)c(N(CCO)CCO)n1	3.2	3.2	3.3	2.5	-0.1	-0.9	1.8	5.2	4.9	2.4	-0.6
CN(CC(=O)Nc1cccc(C(F)(F)F)c1)Cc1ccccc1	4.4	0.5	1.3	-1.9	-0.3	-0.7	-8.5	6.3	0.0	0.3	-0.7
CCn1c(NCc2ccco2)nc2ccccc21	-5.0	-0.5	-1.0	-1.9	0.5	-1.4	-5.0	0.3	-0.7	0.4	0.2
